# Screening results deposited in PubChem BioAssay by National Center for Advancing Translational Sciences (NCATS).
# HCMV antiviral: inhibitors of human cytomegalovirus; HFF cells, HCMV-luciferase reporter, 72 h; stronger effect = lower value; activity change, negative = inhibition, % at 57.5 µM; 4.5% of 410,000 active; AID 1259415; in the data active = activity change below about -60%; inconclusive = no clear call, values can overlap the other calls; inactive = above about -39%
#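 Screen run at 2 compound doses on HFFs infected with reporter HCMV, MOI 1 PFU/cell. Luciferase activity from cell lysates at 72 h post infection gave inhibition relative to buffer-only and Salinomycin wells.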
# AmpC inh detg: AmpC beta-lactamase inhibition with detergent present | P00811 | AmpC hydrolysis of nitrocefin, absorbance 480 nm, 0.01% Triton | Potency, µM (top dose mostly 114 µM), inactives show top-dose activity change, negative = inhibition, actives largely listed as inhibitors | 0.041% of 370,000 active | AID 485294;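 also: potency is read from the fitted curve at half-maximal effect; 0% = no-compound wells and -100% = no-enzyme wells; nearly all actives have a fitted effect of over 25% in size; some results filed as inactive show a strong effect at the top dose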
# Target sequence (P00811 whole entry, looked up): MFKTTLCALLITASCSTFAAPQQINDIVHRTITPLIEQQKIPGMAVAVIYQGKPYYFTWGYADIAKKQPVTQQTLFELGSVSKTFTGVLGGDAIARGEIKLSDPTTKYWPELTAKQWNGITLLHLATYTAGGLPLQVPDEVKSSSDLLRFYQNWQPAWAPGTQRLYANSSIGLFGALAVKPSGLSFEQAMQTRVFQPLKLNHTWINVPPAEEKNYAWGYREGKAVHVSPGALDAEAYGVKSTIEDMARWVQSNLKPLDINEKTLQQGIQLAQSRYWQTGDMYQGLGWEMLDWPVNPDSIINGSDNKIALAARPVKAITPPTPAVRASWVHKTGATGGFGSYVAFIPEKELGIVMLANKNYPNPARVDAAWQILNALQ
#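 AmpC (5.3 nM in the dispensed reagent) in 20 mM phosphate pH 7.0 with 0.01% (detergent screen) or 0.0001% Triton X-100 was preincubated with compounds for 15 min at room temperature. Nitrocefin was then added from an 800 uM solution, and hydrolysis was followed at 480 nm.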
# AMA1-RON2 inh: AMA1-RON2 (P. falciparum) interaction inhibition. AlphaScreen AMA1-biotinylated RON2 peptide binding. Potency, µM (doses to about 58.2 µM), for the others: at the top dose activity change, negative = inhibition, actives largely listed as inhibitors. 0.2% of 360,000 active;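 also: potency is read from the fitted curve at half-maximal effect; 0% = vehicle wells and -100% = peptide control; nearly all actives have a fitted effect of over 45% in size; some results filed as inactive show a strong effect at the top dose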
#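 AMA1 (3D7) with his tag at 25 nM final met compounds first, then biotinylated RON2 peptide at 25 nM; detection used donor plus acceptor beads, 10 µg/mL apiece, read by AlphaScreen after 30 min at room temperature.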
# HCV inhibitor: HCV inhibition; Potency, µM (series often up to 41.8 µM), for the others: at the highest dose activity change, negative = inhibition, hits mostly inhibitors; Huh7.5.1 HCVcc-Cre infection, luciferase reporter, 44 h; 3.4% of 340,000 active; AID 651820; also: potency is read from the fitted curve at half-maximal effect
#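 Infectious HCV cell culture screen: compound-treated cells (1,000/well, pre-plated 4 h) are infected with HCVcc-Cre at roughly 0.5 moi and grown 44 h. Infection is quantified by luciferase signal after 15 min substrate incubation at room temperature.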
# AmpC no deterg: inhibitors of E. coli AmpC beta-lactamase without detergent. P00811. AmpC nitrocefin hydrolysis, absorbance 480 nm, 0.0001% Triton. Potency, µM (titrated, usually from 57.1 µM), for the others: at the highest dose activity change, negative = inhibition, hits mostly inhibitors. 0.52% of 330,000 active. AID 485341;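 also: potency is read from the fitted curve at half-maximal effect; plate controls were no compound for no effect and no enzyme for full effect; nearly all actives have a fitted effect of over 20% in size; some results filed as inactive show a strong effect at the top dose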
#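 20 mM phosphate pH 7.0 + 0.01% (detergent screen) or 0.0001% Triton X-100; 5.3 nM AmpC reagent; cpd preinc 15 min RT; nitrocefin (800 uM stock) to start; A480 q20 s × 4 min; Activity was normalised to no-enzyme and no-compound control wells.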
# TbPYK inhibitor: T. brucei pyruvate kinase inhibition. 0.12% of 410,000 active. Q57TT1. Potency, µM (highest dose often 76.8 µM), for the others: top-dose activity, negative = inhibition, usual class: inhibitors. AID 624173. TbPYK enzyme, Kinase-Glo Plus ATP luminescence, 45 min; also: potency is read from the fitted curve at half-maximal effect; nearly all actives have a fitted effect of over 50% in size
#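 Luminescence from Kinase-Glo Plus, added after a 45-minute room-temperature reaction, served as the end-point read-out. The enzyme and substrate were preincubated with compound before ADP (130 uM final) initiated turnover. Concentration-effect curves came from normalized qHTS data.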
# LmPK inh: LmPK (Leishmania mexicana) enzyme inhibition; Q27686; purified LmPK, Kinase-Glo ATP luminescence, 1 h; Potency, µM (titrated, usually from 57.5 µM), for inactives: top-dose activity change, negative = inhibition, hits mostly inhibitors; 0.37% of 290,000 active; also: potency is read from the fitted curve at half-maximal effect
# Target sequence (Q27686 whole entry, looked up): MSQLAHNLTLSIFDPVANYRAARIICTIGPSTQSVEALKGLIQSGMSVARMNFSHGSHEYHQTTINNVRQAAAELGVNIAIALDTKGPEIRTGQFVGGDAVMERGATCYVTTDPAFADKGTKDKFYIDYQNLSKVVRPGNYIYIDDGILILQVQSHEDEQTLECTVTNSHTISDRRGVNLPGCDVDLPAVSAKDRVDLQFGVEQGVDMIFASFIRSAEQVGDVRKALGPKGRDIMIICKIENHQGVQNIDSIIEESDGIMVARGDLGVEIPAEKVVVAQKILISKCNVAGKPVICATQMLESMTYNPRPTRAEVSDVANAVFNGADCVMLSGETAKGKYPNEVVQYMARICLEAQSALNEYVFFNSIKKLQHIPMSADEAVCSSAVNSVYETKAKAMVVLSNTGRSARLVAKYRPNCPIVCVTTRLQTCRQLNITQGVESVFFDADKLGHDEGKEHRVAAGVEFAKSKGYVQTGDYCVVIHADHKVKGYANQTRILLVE
#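 Purified LmPK (0.1 nM) converted ADP (0.1 mM) to ATP with PEP (0.5 mM) in imidazole buffer pH 7.2 with KCl and MgCl2, 1 h at room temperature. ATP was read by Kinase-Glo luminescence; data normalized to uninhibited and no-enzyme controls.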
# An asterisk follows results filed as active; ? = inconclusive; . = not tested or not shown; [ ] = dose if it differs, or a comment. Unless noted, calls follow the shape of the dose curve; as a rule, active = well fitted curve in the direction sought with a large enough effect; inconclusive = small, poorly fitted or top-dose-only effect, or another doubt; inactive = no such curve, though single readings can be large; an effect the other way counts as inactive or inconclusive. Unless noted, % is scaled to controls: 0 for no effect and ±100 for the full control effect.
# Every second line gives: HCMV antiviral	LmPK inh	HCV inhibitor	AmpC inh detg	AMA1-RON2 inh	TbPYK inhibitor	AmpC no deterg
CC1CCCN(C(=O)COC(=O)C2CCN(S(=O)(=O)c3ccc(Cl)c(C(F)(F)F)c3)CC2)C1 (stereo not drawn)
 : -26	.	10%	-10%	-6%	-2%	44%
CCOC(=O)C1CCCN(C(=S)Nc2ccc(C)cc2C)C1 (stereo not drawn)
 : 47	3%	0%	-3%	-3%	6%	-25%
O=C(c1cc(S(=O)(=O)N2CCOCC2)ccc1F)N1CCCc2ccccc21
 : 0	0%	9%	-15%	-3%	14%	18%
O=C(CS(=O)(=O)c1ccccc1)Nc1ccc(N2CCOCC2)cc1
 : -8	3%	17%	3%	-7%	1%	-12%
CN(C)CCNC(=O)c1sc2nc(-c3ccccc3)cc(C(F)(F)F)c2c1N
 : -9	-7%	10µM*	-5%	19%	-3%	120%[activator]
COc1ccc(NC(=O)CN2CCC(C(=O)c3ccc(C)cc3)CC2)c(OC)c1
 : -30	-5%	-16%	7%	?	-8%	40%
CCN(CC)CCNC(=O)c1ccc(NC(=O)c2cc(S(=O)(=O)N3CCCCC3)ccc2C)cc1
 : -25	.	?	?	-15%	4%	136%[activator]
Nc1cc(N)nc(SCc2nnnn2-c2ccc(Cl)cc2)n1
 : -1	6%	2%	-7%	-10%[11.6 µM]	-1%	1%
O=S1(=O)CCN(C2CCCCCCC2)CC1
 : -25	.	.	.	-2%	-13%	.
COc1ccc(Cl)cc1NC(=O)CCCS(=O)(=O)c1nc(-c2ccc(OC)c(OC)c2)cc(C(F)(F)F)n1
 : -99*	.	.	6%	.	-6%	.
COc1ccc(CNc2ncc(-c3ccccc3)n2C)c2ccccc12
 : 41	1%	-5%	-13%	?	15%	-13%
COC(=O)c1ccc(C(=O)OC)c(NC(=O)CSc2n[nH]c(N)n2)c1
 : -21	.	-4%	.	4%	1%	-9%
CC(=O)Nc1ccc(NC(=O)COc2ccc(S(=O)(=O)N3CCCC3)cc2)cc1
 : -2	-4%	-15%	-3%	8%	6%	-13%
CC(=O)c1ccc(NC(=O)Nc2cccc3ccccc23)cc1
 : 20	1%	-7%	-4%	-9%	1%	-53%
O=C(COC(=O)C1Cc2ccccc2CN1C(=O)c1ccccc1)Nc1ccc(SC(F)F)cc1 (stereo not drawn)
 : -36	2%	-12%	1%	-11%	-3%	-36%
O=C(CSc1nnc(-c2ccncc2)n1C1CCCCC1)Nc1cccc(O)c1
 : -23	0%	7%	?	-1%	0%	2%
Cc1cccc(COC(=O)CCCNC(=O)c2ccc(Cl)cc2)c1
 : 0	.	0%	9%	9%	4%	17%
C[N+]1(C2CCC3CCCC2C3O)CCCC1 (stereo not drawn)
 : -8	-6%	8%	-4%	0%	-7%	-3%
Cc1noc(C)c1C(=O)N(CC(=O)Nc1ccc(Cl)c(C(F)(F)F)c1)Cc1ccco1
 : 20	.	11%	0%	-4%	1%	13%
Cc1ccc2c(C)c(C(=O)N(C)C(C)c3ccncn3)oc2c1C (stereo not drawn)
 : 110	-7%	-26%	1%	0%	5%	-8%
O=C(COC(=O)C1CCN(S(=O)(=O)c2cccs2)CC1)Nc1ccc(F)c(F)c1F
 : -7	.	24%	?	8%	1%	-17%
COc1ccc(/C=C2/S/C(=N/N=C3\CC4CCC3(C)C4(C)C)NC2=O)cc1 (stereo not drawn)
 : 18	-4%	8%	-12%	1%	0%	-25%
CCOC(=O)N1CCN(C(=O)C2CCC(=O)N(Cc3cccc(C(F)(F)F)c3)C2)CC1 (stereo not drawn)
 : -26	-6%	.	-2%	-2%	-3%	101%
CCc1ccc(S(=O)(=O)Nc2ccncc2)cc1
 : -17	-4%	15%	?	-1%	3%	0%
COc1ccccc1NC(=S)N(Cc1ccccc1)Cc1cccnc1
 : 19	-1%	-3%	?	6%	0%	-8%
Cc1onc(-c2c(Cl)cccc2Cl)c1C(=O)N1CCSCC1
 : -31	6%	12%	?	-5%	1%	10%
Cc1ccc(S(=O)(=O)N2CC(=O)Nc3ccccc32)cc1
 : -17	0%	18%	-8%	-14%	-3%	1%
CC(C)CCCn1c(O)c(/C=C2/C=CC=N2)c(=O)[nH]c1=O
 : ?	-1%	-8%	-6%	-11%	0%	2%
COc1cc(Cl)c(C)cc1NC(=O)Cc1cccs1
 : -19	-7%	3.5µM*	?	3%	-4%	-47%
Cc1ccc(/C=C2\C(=O)NC(=O)N(Cc3ccccc3Cl)C2=O)o1
 : 125	-3%	0%	0%	-10%	-24%	-47%

# (cont.)
# Every second line gives: HCMV antiviral	LmPK inh	HCV inhibitor	AmpC inh detg	AMA1-RON2 inh	TbPYK inhibitor	AmpC no deterg
O=C(c1ccco1)N1N=C(c2ccccc2O)CC1c1cccs1 (stereo not drawn)
 : 8	.	.	.	-5%	-9%	.
CC(=O)NN1C(=O)c2ccc(Oc3ccc4c(c3)C(=O)N(NC(C)=O)C4=O)cc2C1=O
 : .	4%	.	1%	.	.	-9%
CCOc1cc(C(=O)Nc2ccc(-c3nc4ccccc4s3)cc2Cl)cc(OCC)c1OCC
 : 48	.	.	11%	.	3%	.
CC1CN(C(=O)N[C@@H](Cc2ccccc2)C(=O)O)CC(C)O1 (stereo partly drawn)
 : 1	5%	-3%	-14%	14%	3%	-16%
Cc1ccc(C(=O)C[n+]2ccccc2)cc1
 : -32	-2%	26%	2%	-1%	-12%	-7%
CN(C)CCOC1c2ccccc2C=Cc2ccccc21
 : 1	.	?	.	-1%	-5%	.
COc1ccccc1CNC(=O)Cn1cc(Br)ccc1=O
 : 15	4%	9%	-3%	-10%	0%	-10%
COc1cc2c(cc1OC)C(c1cc(Br)ccc1O)N(C(C)=O)CC2 (stereo not drawn)
 : -12	.	-14%	.	11%	4%	.
COc1cccc(NC(=O)Cn2c(=O)n(Cc3ccc4c(c3)OCO4)c(=O)c3oc4ccccc4c32)c1
 : -20	.	.	-5%	.	3%	.
O=C(C1=NN[C@@H]2C(=O)N(c3ccccc3C(F)(F)F)C(=O)[C@H]12)C(c1ccccc1)c1ccccc1
 : -15	-3%	1%	-12%	-5%	-5%	-26%
C#CCOCCOCCOCCNc1nc(N2CCN(C(=O)Cn3cc(CCCCN)nn3)CC2)nc(N2CCN(C(=O)[C@H]([C@@H](C)CC)n3cc(CCCCN)nn3)CC2)n1
 : 0	.	19%	?	-4%	3%	236%[activator]
NS(=O)(=O)c1ccc(NC(=O)COC(=O)c2cn(-c3ccccc3)nc2-c2ccccc2)cc1
 : ?	0%	-22%	2%	-9%	-4%	?
CCN(c1cccc(C)c1)S(=O)(=O)c1ccc(-c2cc(C)no2)s1
 : -65*	6%	15%	-2%	11%	-3%	-1%
Cc1ccc(-c2cc(C(=O)Nc3cc(C)on3)no2)cc1
 : 19	9%	-4%	0%	-5%	4%	-17%
Cc1ccc(C)c(Cn2nnc3c(=O)[nH]c(C4CCN(S(=O)(=O)c5ccc(S(=O)(=O)N(C)C)cc5)CC4)nc32)c1
 : -33	-4%	-17%	5%	-4%	-1%	-20%
CCCOc1cccc(C(=O)Nc2ccc(-c3cc4ccccc4oc3=O)c(C)c2)c1
 : -1	.	.	-6%	.	0%	.
CCCn1nnc(NC(=S)NC(=O)/C=C/c2ccco2)n1
 : -34	17%	13%	-1%	23%	-25%	-53%
CCCCNC(=O)Cn1nc(C)c(S(=O)(=O)N2CCOCC2)c1C
 : 7	.	1%	?	-5%	0%	-11%
COc1ccc(/C=C/C(=O)N2CCN(c3ccccc3)CC2)cc1S(=O)(=O)N1CCOCC1
 : ?	-1%	32µM*	3%	-7%	0%	170%[activator]
CC1CCN(C(=O)Cn2c(=O)n(-c3ccc(Cl)cc3)c(=O)c3c4c(sc32)CCC4)CC1
 : 3	.	.	24%	.	1%	.
CC(NC(=O)c1ccccc1F)c1nnc(SCC(=O)NC2CCCCC2)n1C (stereo not drawn)
 : -24	-1%	8%	-6%	-3%	-8%	-3%
Cc1ccc(OC(C)C(=O)N2CCN(CCc3ccccn3)CC2)cc1C (stereo not drawn)
 : 12	.	.	12%	.	-5%	.
COCCCNC(=O)c1cn(-c2cccc(OC)c2)c(=O)c2ccccc12
 : -23	4%	9%	-7%	-7%	-5%	-1%
Cc1ccc(C2=C/C(=C/c3cccs3)C(=O)O2)cc1
 : 18	-3%	13%	-12%	-13%	-6%	-26%
Cc1ccc(/C=C/c2onc(C)c2S(=O)(=O)N2CCC(C(=O)Nc3ccccc3C(F)(F)F)CC2)cc1
 : 13	.	.	?	.	-21%	.
Cn1cnnc1SCC(=O)Nc1cc(S(=O)(=O)N2CCCCCC2)ccc1Cl
 : -22	0%	0%	?	5%	-9%	1%
COc1ccccc1C(=O)Nc1ccnn1C1CCN(Cc2cnn(C)c2C)CC1
 : 12	-2%	-9%	-1%	12%	1%	-1%
Cc1nc(-c2ccccc2Cl)sc1C(=O)/C=C/N(C)C
 : 111	0%	-29%	7%	-6%	1%	-27%
Clc1ccc(C2CC(c3ccccc3)Nc3ncnn32)cc1 (stereo not drawn)
 : -9	-3%	8%	?	2%	-5%	1.3µM*
O=c1[nH]c(=O)c2cc3ccccc3nc2[nH]1
 : 15	.	38%[activator]	.	-9%	4%	.

# (more compounds)
# Every second line gives: HCMV antiviral	LmPK inh	HCV inhibitor	AmpC inh detg	AMA1-RON2 inh	TbPYK inhibitor	AmpC no deterg
CC(=O)Oc1ccc(C(=O)O)cc1OC(C)=O
 : 23	1%	8%	4%	11%	-12%	-34%
COc1ccc(NC(=O)NCCCN2CCN(c3ccccc3F)CC2)cc1
 : -26	1%	10%	-6%	-1%	3%	1%
CCOc1ccc(C(=O)OCC(=O)NC(C)C)cc1
 : ?	4%	-1%	-11%	1%	-4%	-17%[11.4 µM]
CC(=O)c1ccc(N=C2NC(=O)C(CO)(CO)S2)cc1
 : 26	-1%	11%	-7%	0%	3%	-8%
O=[N+]([O-])c1cccc(-c2n[nH]c(=S)n2Cc2ccccc2)c1
 : -6	?	11%	-12%	52%[activator]	?	-31%
O=C(c1ccc(F)c([N+](=O)[O-])c1)N1CC2CC(C1)c1cccc(=O)n1C2 (stereo not drawn)
 : 36	1%	-12%	-16%	2%	2%	-20%
COCCN(C(=O)COC(=O)Cc1cccc(OC)c1)c1c(N)n(Cc2ccccc2)c(=O)[nH]c1=O
 : 3	.	-1%	-21%	0%	-10%	2%
